uPA surface inh: inhibitors of cell surface uPA generation | AID 540303 | cell surface uPA generation assay, qHTS | 330,000 compounds, 0.31% hits | Potency, µM (titrated, usually from 38.3 µM), for inactives: at the top dose activity change, negative = inhibition, most hits filed as inhibitors; active = well fitted inhibition curve with a large enough effect; inconclusive = small, poorly fitted or top-dose-only effect; inactive = no such curve, though single readings can be large or run the other way; tested in mouse RAW 264.7 cells; note: potency is the fitted concentration of half-maximal effect; % is set by controls: 0 for no effect and ±100 for the full control effect; nearly all actives have a fitted effect of over 55% in size
USP2a block: blocks human ubiquitin-specific protease USP2a | Potency, µM (titrated, usually from 38.3 µM), without a hit: top-dose activity change, negative = inhibition, usual class: inhibitors | USP2 core, Ub-CHOP2 coupled fluorogenic reporter, 485/531 | 330,000 compounds, 0.01% hits | O75604;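 note: potency is the fitted concentration of half-maximal effect; plate controls were DMSO wells for no effect and full inhibition by NEM control for full effect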
Target sequence (O75604 whole entry, looked up): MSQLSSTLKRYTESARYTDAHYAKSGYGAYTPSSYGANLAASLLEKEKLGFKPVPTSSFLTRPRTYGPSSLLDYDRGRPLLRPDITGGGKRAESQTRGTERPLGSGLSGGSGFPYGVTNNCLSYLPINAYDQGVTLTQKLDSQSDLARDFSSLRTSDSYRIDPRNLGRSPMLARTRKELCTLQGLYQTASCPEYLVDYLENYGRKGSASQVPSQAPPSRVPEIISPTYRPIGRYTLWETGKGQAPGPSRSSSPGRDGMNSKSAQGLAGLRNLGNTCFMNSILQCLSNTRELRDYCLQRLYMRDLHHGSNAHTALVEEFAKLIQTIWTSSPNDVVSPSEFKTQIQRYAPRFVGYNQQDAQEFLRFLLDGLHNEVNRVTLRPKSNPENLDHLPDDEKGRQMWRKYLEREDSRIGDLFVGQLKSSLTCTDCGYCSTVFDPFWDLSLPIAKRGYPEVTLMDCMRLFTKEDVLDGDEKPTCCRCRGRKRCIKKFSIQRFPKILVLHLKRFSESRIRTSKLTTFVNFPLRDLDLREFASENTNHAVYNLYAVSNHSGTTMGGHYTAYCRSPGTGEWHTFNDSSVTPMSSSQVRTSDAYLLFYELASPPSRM
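USP2 core (10nM final) preincubated 30min RT with compound in 20mM Tris-HCl pH 8.0, 2mM CaCl2, 2mM beta-mercaptoethanol, 0.05% CHAPS; 25nM Ub-CHOP2 plus 25nM reporter substrate added, fluorescence (Ex485/Em531) read after 60min.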
Eya2 phos inh: Eya2 (human) phosphatase inhibition. 330,000 compounds, 0.006% hits. Potency, µM (titrated, usually from 76.9 µM), for the others: at the top dose activity, negative = inhibition, hits mostly inhibitors. recombinant Eya2, OMFP fluorescence dephosphorylation (OMFP is methylfluorescein phosphate). AID 488837; note: potency is the fitted concentration of half-maximal effect; % is set by controls: 0 for no effect and ±100 for the full control effect
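Eya2 protein (added as 0.2 uM solution) was preincubated with compound for 10 min at ambient temperature in 50 mM HEPES pH 7.5, 50 mM NaCl, 5 uM MgCl2, 0.05% BSA, 1 mM DTT. OMFP (added at 50 uM) then reacted 10 min; fluorescence read at 485/525 nm.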
B2AR arrestin: beta2AR (human) beta-arrestin recruitment activity. AID 492947. beta-arrestin recruitment to beta2AR, cell-based reporter. Potency, µM (doses to about 46.1 µM), without a hit: at the highest dose activation, hits mostly activators. 330,000 compounds, 0.02% hits. P07550;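 note: potency is the fitted concentration of half-maximal effect; 0% = DMSO controls and full agonism = EC100 isoproterenol or metaproterenol; nearly all actives have a fitted effect of over 65% in size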
BRCA1 expr act: activators of BRCA1 expression; 380,000 compounds, 1.1% hits; AID 624202; MCF7-BRCA1-FFLuc reporter, luminescence, 48 h; response scale: scaled: vehicle 0%, 10 µM genistein 100%; Potency, µM (doses to about 46.1 µM), without a hit: top-dose activation, actives largely listed as activators; note: potency is the fitted concentration of half-maximal effect; nearly all actives have a fitted effect of over 80% in size; some results filed as inactive show a strong effect at the top dose
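Quantitative HTS in MCF7 cells stably reporting BRCA1 expression via firefly luciferase. Compound treatment lasts 48 h at 37 °C in phenol-red free MEM. Activation is expressed relative to genistein at 10 microM and DMSO.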
p53 reactivator: mutant p53 re-activation in reporter cells | Potency, µM (highest dose often 92.2 µM), for the others: at the top dose activity change, positive = activation, most hits filed as activators | 320,000 compounds, 0.063% hits | H1299 p53-A138V BP100-luciferase reporter, luminescence, 24 h; note: potency is the fitted concentration of half-maximal effect; % of control where 0% means no effect; nearly all actives have a fitted effect of over 45% in size
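H1299 (p53-null), stable ts p53-A138V + BP100-Luc; 1000 cells/well, Opti-MEM/10% FBS; cpd 4 pt, 1:5; 24 h, 37 deg C, 5% CO2; detection reagent 10 min RT; luminescence.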
TRPV1 ag: agonists of human vanilloid receptor 1 (TRPV1); Q8NER1; activation, % at 8.33 µM; AID 540275; TRPV1-expressing cells, Fluo-8 calcium influx, agonist mode; 320,000 compounds, 0.19% hits; in the data active = activation above about 80%; inconclusive = between about 30% and that limit; note: 0% is about no effect
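Fluo-8 calcium influx in TRPV1-expressing cells, kinetic read (ex 480/em 520 nm). Compound added and read 3 min for agonist activity, followed by capsaicin at EC20 final and 2 min further read for enhancement.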
ELG1 genotox: induces genotoxicity in HEK293T cells with luciferase-tagged ELG1; HEK293T ELG1-luciferase reporter, luminescence, 16 h; Potency, µM (highest dose often 46 µM), for inactives: at the highest dose activity change, positive = activation, hits mostly activators; 330,000 compounds, 1.3% hits; note: potency is the fitted concentration of half-maximal effect; % of control where 0% means no effect; nearly all actives have a fitted effect of over 60% in size
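Reporter readout depends on ELG1 protein level, which increases with genetic stress. After 16 hr compound exposure at 37 °C, luciferase activity was quantified using ONE-Glo.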
a7 integrin act: activators of alpha7 integrin expression for muscular dystrophy; Potency, µM (titrated, usually from 38.3 µM), for the others: at the highest dose activation, usual class: activators; 350,000 compounds, 0.064% hits; AID 624291; alpha7betagal myoblasts, beta-gal FDG fluorescence, 48 h;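 note: potency is the fitted concentration of half-maximal effect; 100% = response of the positive control SU9516; nearly all actives have a fitted effect of over 60% in size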
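alpha7betagal+/- myoblasts (passage 13, 250/well) treated 48 h at 37C with compounds at 1:260 dilution of DMSO stock. Lysed, then beta-galactosidase activity read as FDG fluorescence (ex 480/em 540) after 30 min, with pre-read for autofluorescence.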
ASM inhibitor: human S-ASM enzyme inhibition | placental ASM, HMU-PC fluorogenic substrate, 60 min | Potency, µM (doses to about 57.5 µM), for inactives: top-dose activity change, negative = inhibition, most hits filed as inhibitors | P17405 | 340,000 compounds, 0.006% hits | AID 504937; note: potency is the fitted concentration of half-maximal effect
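qHTS format. ASM enzyme prepared from human placenta hydrolyses the fluorogenic substrate HMU-PC0 (9 uM final) over 60 min at 37 °C after a 10 min compound preincubation.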
TSG101-PTAP inh: blocks PTAP/TSG101 interaction to inhibit HIV-1 budding; Q99816; Fluorescence polarization, FITC-PTAP peptide / Tsg101 binding; Potency, µM (top dose mostly 115 µM), for inactives: top-dose activity change, negative = inhibition, actives largely listed as inhibitors; 340,000 tested, under 10 active; AID 493005; active = well fitted inhibition curve with a large enough effect in the main read-out, with a control signal flat, not every such curve was filed as active; inconclusive = small, poorly fitted or top-dose-only effect, or effect the other way, or a change in a side signal; inactive = no such curve, though single readings can be large or run the other way; note: potency is the fitted concentration of half-maximal effect; % of control where 0% means no effect
Target sequence (Q99816 whole entry, looked up): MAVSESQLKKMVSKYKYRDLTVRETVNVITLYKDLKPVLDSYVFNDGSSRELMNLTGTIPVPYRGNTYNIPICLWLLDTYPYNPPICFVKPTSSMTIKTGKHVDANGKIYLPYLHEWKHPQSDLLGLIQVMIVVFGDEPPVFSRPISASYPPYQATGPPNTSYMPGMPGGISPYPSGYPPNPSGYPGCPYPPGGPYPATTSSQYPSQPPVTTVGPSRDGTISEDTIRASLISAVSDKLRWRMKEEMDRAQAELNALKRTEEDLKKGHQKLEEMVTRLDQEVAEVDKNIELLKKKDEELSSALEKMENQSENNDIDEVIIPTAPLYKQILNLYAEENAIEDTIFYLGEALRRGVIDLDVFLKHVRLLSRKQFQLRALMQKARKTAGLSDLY
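Fluorescence anisotropy tracks displacement of a FITC-tagged PTAP peptide (50 nM) from the Tsg101 binding domain (10 uM), following a 20 min room-temperature incubation at pH 7.5.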
* marks the source's active call; other numbers are inactive results; ? = inconclusive; · = not tested or not shown; [ ] = dose if it differs, or a comment. Unless noted, calls come from the whole dose curve; as a rule, active = well fitted curve in the direction sought with a large enough effect; inconclusive = small, poorly fitted or top-dose-only effect, or another doubt; inactive = no such curve, though single readings can be large; an effect the other way counts as inactive or inconclusive.

SMILES | uPA surface inh | USP2a block | Eya2 phos inh | B2AR arrestin | BRCA1 expr act | p53 reactivator | TRPV1 ag | ELG1 genotox | a7 integrin act | ASM inhibitor | TSG101-PTAP inh
COC(=O)c1sccc1NC(=O)CSc1ccccc1NS(=O)(=O)c1cc(Cl)ccc1Cl | -4% | -8% | -32% | -1.0% | -36% | -4% | 1 | -11% | 9% | 0% | -1%
CN(C)S(=O)(=O)c1cccc(-c2cn3ccccc3n2)c1 | 3% | 2% | -10% | -1.0% | 15% | 8% | 3 | 2% | 21% | 2% | -5%
CCC(=O)Nc1ccc(S(=O)(=O)Nc2ccccn2)cc1 | -3% | 4% | 1% | 0.1% | 0% | 13% | -2 | -1% | 9% | 0% | -3%
O=C(CSc1ccc2c(c1)OCCO2)Nc1ccc2c(c1)OCO2 | -4% | 1% | 0% | -0.7% | -24% | 2% | 8 | 0% | 4% | 3% | -2%
N#CC1(NC(=O)COC(=O)c2nc(Cl)c(Cl)c(N)c2Cl)CCCCC1 | 2% | 3% | -3% | -0.3% | -21% | -11% | 2 | 2% | -23% | 0% | 0%
Cc1ccccc1S(=O)(=O)N1C[C@H]2CON(C)[C@H]2C[C@H]1c1cccc(-c2ccc(C#N)cc2)c1 | -3% | · | · | · | -23% | · | · | · | -7% | -4% | -1%
COc1cccc(C(=O)NNC(=O)C(=O)Nc2ccc(C)c(Cl)c2)c1 | -2% | -1% | 12% | 0.1% | 6% | -1% | -1 | -3% | -23% | -2% | 0%
COc1ccc(-c2nc3ccccc3s2)cc1NC(C)=O | -2% | 0% | 2% | 0.0% | 83% | ? | 1 | 16µM* | 0% | 5% | -4%
COc1ccc2nc(NCc3ccc(OC)c(OC)c3OC)sc2c1 | 5% | · | · | · | 4% | · | · | · | 0% | 0% | -4%
CCOC(=O)N1CCN(C(=O)CSc2nc(=O)n3ccccc3n2)CC1 | -2% | 1% | 2% | -0.2% | -19% | 2% | 0 | 4% | 17% | 7% | 0%
COc1ccc(C(=O)C[n+]2cccc(C)c2C)cc1[N+](=O)[O-] | 3% | 1% | -5% | -1.0% | -3% | 0% | 6 | 2% | -4% | 0% | 0%
COc1cccc(NC(=O)C2CCCN(S(=O)(=O)c3cccc4nsnc34)C2)c1 (centres undefined) | -1% | -11% | -5% | 0.3% | -16% | 0% | -1 | -13% | 1% | 1% | 0%
CSCCC(NC(=O)C12CC3CC(CC(C3)C1)C2)C(=O)OCC(=O)c1ccccc1 (centres undefined) | 2% | 3% | -5% | -1.0% | 1% | -5% | 2 | -1% | 2% | 2% | 0%
COCc1c(C(=O)OCC(=O)N2CCCC2=O)oc2ccccc12 | 2% | 0% | -8% | -1.3% | -1% | 9% | 0 | -3% | 10% | 0% | -1%
O=C(CCC(=O)N1CCN(C(=O)c2ccco2)CC1)c1ccc(F)cc1 | -2% | 3% | 5% | 0.0% | -7% | 20% | 4 | 0% | -3% | 2% | 2%
CCC1(C)C(Nc2c(C)cccc2C)=NC(=S)N1c1ccc(NC(C)=O)cc1 (centres undefined) | 8% | 2% | -8% | -0.5% | 0% | 3% | -3 | 4% | -9% | 1% | 1%
CCCCC[C@@H](O)c1cc2ccccc2c(=O)o1 | -15% | 4% | 4% | 0.0% | 89% | 22% | · | 15% | 20% | 1% | -1%
COc1cc(CCC(=O)OCC(=O)Nc2ccccc2OC(F)F)cc(OC)c1OC | 0% | 0% | -8% | -1.6% | 4% | 2% | 1 | 0% | 11% | 1% | -6%
CN1C[C@@H]2C(c3ccc(Cl)nc3)C3(c4cccnc4)CC2(C3)[C@H]1c1ccccc1 (some centres undefined) | 13% | -5% | 15% | 0.4% | -4% | 12% | -1 | 1% | 8% | 4% | 1%
CCN(C(=O)COC(=O)c1cc(-c2ccccc2)nc2ccc(Br)cc12)C1CCS(=O)(=O)C1 (centres undefined) | -3% | 3% | 9% | -0.2% | -66% | 0% | -1 | -4% | 13% | -10% | -5%
C=CCn1c(C)cc(-c2csc(N)n2)c1C | · | 2% | -4% | -0.7% | -13% | -3% | 2 | 2% | -8%[7.66 µM] | -1% | -7%
Cc1ccc(NC(=O)CS(=O)CC(=O)Nc2ccc3c(c2)OCO3)cc1Cl (centres undefined) | -2% | 3% | 3% | -0.7% | -4% | -3% | 7 | -2% | -27% | -1% | -1%
Clc1ccccc1Cn1nnc2c(N3CCCC3)ncnc21 | · | -7% | -10% | -0.3% | -1% | -3% | 14 | -5% | 0% | -2% | -6%
COc1ccc(Cl)cc1NC(=S)Nc1cccc(C)c1 | · | 0% | -8% | -0.5% | -1% | 1% | 3 | -4% | ? | -1% | -4%
COc1cccc(NC(=O)CCCCCN2C(=O)[C@@H]3Cc4ccccc4CN3C2=O)c1 | 5% | 1% | 8% | 1.1% | 3% | -3% | 25 | -10% | -33% | 3% | -1%
O=C(CC1C(=O)NCCN1Cc1cccc(Oc2ccccc2)c1)NCCCn1cccn1 (centres undefined) | 4% | 4% | 7% | -0.8% | -2% | 2% | 0 | 1% | 17% | 8% | 1%
Oc1ccc(-c2cccc(-c3ccc(O)cc3)n2)cc1 | 3% | 2% | 13% | -0.6% | ? | ? | 2 | 11% | -4% | -3% | 5%
COc1ccc(S(=O)(=O)NC(CCSC)C(=O)NC2CCCCC2)cc1 (centres undefined) | -3% | -1% | 3% | -0.2% | 3% | 1% | 1 | -4% | -21% | -3% | 0%
C=C(C)n1c(=O)[nH]c2ccccc21 | 1% | 4% | 2% | -0.3% | 0% | -2% | -2 | 6% | 5% | 3% | -5%
CN(C)CCCNc1ncnc2sc(-c3ccccc3)cc12 | ? | -3% | -4% | -0.5% | -5% | -7% | 0 | 3% | -64%[inhibitor] | -2% | 0%
CCC(C)NC(=O)c1n[nH]c(=O)c2ccccc12 (centres undefined) | 4% | -1% | -2% | 0.0% | -10% | -5% | 4 | -1% | 12% | 0% | -5%
COc1cccc(C2C3CN(C)CC=C3C(C#N)=C(N)C2(C#N)C#N)c1OC (centres undefined) | -4% | 19% | 20% | -0.3% | 0% | -7% | 3 | -4% | -6% | 494%[activator] | ?
O=C(CCc1nnc(Cc2ccc3c(c2)OCO3)o1)N(CC1CCC1)CC1CCCO1 (centres undefined) | 5% | 1% | -27% | -0.5% | -23% | -1% | 1 | 0% | -14% | 1% | -1%
CC1CCN(C(=O)CCN2C(=O)/C(=C/c3cccs3)SC2=S)CC1 | -4% | 0% | 1% | 0.4% | -92%[inhibitor] | 7% | 18 | -13% | -78%[inhibitor] | -17% | -2%
O=C(c1cnc2nc3ccccc3n2c1)c1cc(F)ccc1O | -3% | 2% | 9% | -0.1% | -38% | 24% | 0 | 15% | 14% | 9% | -3%
COC(=O)c1ccccc1NC(=O)Cn1cnc2c1c(=O)n(C)c(=O)n2C | -7% | · | · | · | -11% | · | · | · | -5% | 0% | 2%
O=C(Cn1cc(C(=O)C2CC2)c2ccccc21)Nc1ccccc1Cl | 0% | 3% | -9% | -0.5% | -12% | -2% | 0 | -3% | 2% | 6% | -3%
CCCc1ccc(OCCNC(=O)c2ccccc2Br)cc1 | 0% | -12% | -11% | 0.5% | 23% | 2% | ? | 15% | 13% | -1% | -7%

Single records, as listed above.
Profile of CC1CCN(C(=O)CCN2C(=O)/C(=C/c3cccs3)SC2=S)CC1 : uPA surface inh = -4%; USP2a block = 0%; Eya2 phos inh = 1%; B2AR arrestin = 0.4%; BRCA1 expr act = -92%[inhibitor]; p53 reactivator = 7%; TRPV1 ag = 18; ELG1 genotox = -13%; a7 integrin act = -78%[inhibitor]; ASM inhibitor = -17%; TSG101-PTAP inh = -2%
Profile of COc1cccc(C2C3CN(C)CC=C3C(C#N)=C(N)C2(C#N)C#N)c1OC (centres undefined) : uPA surface inh = -4%; USP2a block = 19%; Eya2 phos inh = 20%; B2AR arrestin = -0.3%; BRCA1 expr act = 0%; p53 reactivator = -7%; TRPV1 ag = 3; ELG1 genotox = -4%; a7 integrin act = -6%; ASM inhibitor = 494%[activator]; TSG101-PTAP inh = ?
Profile of O=C(Cn1cc(C(=O)C2CC2)c2ccccc21)Nc1ccccc1Cl : uPA surface inh = 0%; USP2a block = 3%; Eya2 phos inh = -9%; B2AR arrestin = -0.5%; BRCA1 expr act = -12%; p53 reactivator = -2%; TRPV1 ag = 0; ELG1 genotox = -3%; a7 integrin act = 2%; ASM inhibitor = 6%; TSG101-PTAP inh = -3%

Source: PubChem BioAssay (National Center for Advancing Translational Sciences (NCATS))
